Screens as filed in PubChem.
KOR beta-arrestin-1 = kappa opioid receptor activators – cell-based, luminescence, uHTS, primary screen (AID 1777); KOR beta-arrestin recruitment, luminescence; higher % means a stronger effect; activation, % at 10 µM, or EC50 in µM where a hit was titrated; hit rate 0.02% among 280,000; in the data active = activation above about 50%, passing the limit was not always enough; also: a part of the inactive calls stands beside numbers as strong as those of hits
LYP phosphatase = inhibitors of LYP phosphatase, biochemical, fluorescence intensity, uHTS (AID 1779); recombinant LYP phosphatase, fluorescence intensity; higher % means a stronger effect; inhibition, % at 11.5 µM; hits with a dose series show IC50 in µM; hit rate 0.054% among 290,000;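 also: plate controls were vehicle with enzyme for no effect and no enzyme for full effect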
Myeloid diff MLP = promotes myeloid progenitor differentiation; hit rate 1% among 360,000; AID 624256; ER-HoxA9 myeloid progenitors, lysozyme-GFP differentiation, flow cytometry; calls only at 10 µM;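 active = normalized GFP-positive differentiation at or above the plate's own cutoff, the solvent-only control mean plus 3 SD; inconclusive = no clear call, values can overlap the other calls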;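 also: cells exposed to compound for four days before flow analysis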
Salmonella PhoP GFP = PhoP-dependent GFP reporter repression – Salmonella Typhimurium, primary screen (AID 1863). S. Typhimurium PhoP-regulated promoter GFP reporter, 4 h; higher % means a stronger effect. inhibition, % at 50 µM, or IC50 in µM where a hit was titrated. hit rate 0.16% among 300,000;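 active = inhibition over 29.93%, a cutoff 3 SD above the screen mean, later confirmed by dose response; inconclusive = inhibition over 29.93% but no dose response follow-up; inactive = inhibition at most 29.93% or unconfirmed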;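 also: 0% = low Mg2+ inducing control and 100% = high Mg2+ repressing control; strong numbers were not always called active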
KOR beta-arrestin-2 = KOR antagonists, beta-arrestin recruitment, cell-based, luminescence, uHTS (AID 1778) | inhibition, % at 10 µM; hits with a dose series show IC50 in µM | KOR beta-arrestin recruitment, luminescence, antagonist mode; higher % means a stronger effect | hit rate 0.091% among 290,000; also: strong numbers were not always called active
HIV fusion peptide = cell-free HIV fusion peptide-binding blockers – biochemical, uHTS, fluorescence dequenching, primary screen (AID 1986); cell-free peptide binding, fluorescence dequenching, 30 min; higher % means a stronger effect; hit rate 0.3% among 290,000; inhibition, % at 20 µM; hits with a dose series show IC50 in µM; in the data active = inhibition mostly above about 52%, no sharp cut-off; inactive = mostly below about 76%; also: some results filed as inactive read as strong as hits
HEK293 NOD2/NF-kB = NOD2 signaling inhibitors, cell-based, luminescence, uHTS, HEK293 (AID 1566). HEK293 NOD2/NF-kB luciferase reporter, luminescence; higher % means a stronger effect. inhibition, % at 4 µM; hits with a dose series show EC50 in µM. hit rate 0.63% among 290,000; also: many of its hits are not listed in these tables
SIAH1 antagonists = blockers of Siah-1 interaction with plectin peptide – biochemical, fluorescence polarization, rhodamine-plectin, uHTS, primary screen (AID 1817); Siah-1 / rhodamine-plectin peptide fluorescence polarization; higher % means a stronger effect; one-dose displacement, % at 20 µM; IC50 in µM for titrated hits; hit rate 0.02% among 290,000;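 active = displacement of at least 50% at 20 µM, with a fluorescence ratio check between 0.3 and a set limit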;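 also: plate controls were Siah plus tracer with DMSO for no effect and tracer alone without Siah for full effect; strong numbers were not always called active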
NOD1 NF-kB reporter = inhibition of NOD1-driven NF-kB reporter – cell-based, luminescence, uHTS, primary screen (AID 1578); NOD1-driven NF-kB luciferase reporter cells, luminescence; higher % means a stronger effect; hit rate 1% among 290,000; inhibition, % at 4 µM, or EC50 in µM where a hit was titrated; in the data active = inhibition mostly above about 36%, no sharp cut-off; inactive = mostly below about 34%;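 also: HEK-293T reporter cells stimulated with the NOD1 agonist gamma-tri-DAP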
Myeloid diff MLP GFP+ MAC1+ % = further read-out of Myeloid diff MLP, marked with its call; GFP+ MAC1+ double positive, %; measured here: differentiation confirmed by MAC1 staining
An asterisk follows results filed as active; [ ] = remark or other dose. Rule as the data show it, unless noted: active = inhibition above about 50%; inactive = the rest. Only part of the results is shown; the hit share may differ from the screen's.

What do the screens show for `O=C(O)c1nn(CCOc2cccc(Br)c2)c(=O)c2ccccc12`?
KOR beta-arrestin-1: -3.3%; LYP phosphatase: -1%; Myeloid diff MLP: inactive; Salmonella PhoP GFP: 13%; KOR beta-arrestin-2: -16%; HIV fusion peptide: 1.3%; HEK293 NOD2/NF-kB: 4%; SIAH1 antagonists: 4%; NOD1 NF-kB reporter: 7%; Myeloid diff MLP GFP+ MAC1+ %: 1.4

What do the screens show for `CCC(C)(C)n1nnnc1CN1CCc2ccccc21`?
KOR beta-arrestin-1: -3.0%; LYP phosphatase: -9%; Myeloid diff MLP: inactive; Salmonella PhoP GFP: -1%; KOR beta-arrestin-2: -28%; HIV fusion peptide: -1.1%; HEK293 NOD2/NF-kB: 12%; SIAH1 antagonists: -6%; NOD1 NF-kB reporter: 2%; Myeloid diff MLP GFP+ MAC1+ %: 0.4

Results for CCC(C)[C@H](NC(=O)Nc1cccc(Br)c1)C(=O)OC (stereo not given in full) ?
KOR beta-arrestin-1: -0.8%; LYP phosphatase: -2%; Myeloid diff MLP: inactive; Salmonella PhoP GFP: -25%; KOR beta-arrestin-2: 27%; HIV fusion peptide: 1.6%; HEK293 NOD2/NF-kB: 4%; SIAH1 antagonists: 10%; NOD1 NF-kB reporter: -21%; Myeloid diff MLP GFP+ MAC1+ %: 0.4

Results for CN1CCc2c(sc(N)c2C(=O)O)C1 ?
KOR beta-arrestin-1: -5.2%; LYP phosphatase: -2%; Myeloid diff MLP: inactive; Salmonella PhoP GFP: 1%; KOR beta-arrestin-2: 3%; HIV fusion peptide: 2.3%; HEK293 NOD2/NF-kB: 3%; SIAH1 antagonists: 2%; NOD1 NF-kB reporter: -30%; Myeloid diff MLP GFP+ MAC1+ %: 0.3

How did CCC(C)(C)NC(=O)C(c1ccccc1)N(C(=O)c1csnn1)C1CC1 (stereo not given) do in these assays?
KOR beta-arrestin-1: 4.0%; LYP phosphatase: -6%; Myeloid diff MLP: inactive; Salmonella PhoP GFP: -7%; KOR beta-arrestin-2: -24%; HIV fusion peptide: -0.2%; HEK293 NOD2/NF-kB: 8%; SIAH1 antagonists: 2%; NOD1 NF-kB reporter: -4%; Myeloid diff MLP GFP+ MAC1+ %: 1.0

How did CC1Oc2ccccc2N(CC(=O)N(Cc2ccccc2)Cc2ccccn2)C1=O (stereo not given) do in these assays?
KOR beta-arrestin-1: 18%; LYP phosphatase: -2%; Myeloid diff MLP: inactive; Salmonella PhoP GFP: -6%; KOR beta-arrestin-2: 37%; HIV fusion peptide: -0.6%; HEK293 NOD2/NF-kB: -4%; SIAH1 antagonists: 7%; NOD1 NF-kB reporter: -25%; Myeloid diff MLP GFP+ MAC1+ %: 0.7

Results for CCCn1c(/C=N/Nc2nc3ccccc3[nH]2)nc2ccccc21 ?
KOR beta-arrestin-1: -2.1%; LYP phosphatase: 9%; Myeloid diff MLP: inconclusive; Salmonella PhoP GFP: 7%; KOR beta-arrestin-2: -48%; HIV fusion peptide: -2.3%; HEK293 NOD2/NF-kB: -10%; SIAH1 antagonists: 3%; NOD1 NF-kB reporter: -28%

How did O=C(CCC(=O)c1cccs1)NC(c1ccccc1)c1ccccc1 do in these assays?
KOR beta-arrestin-1: 2.9%; LYP phosphatase: 9%; Myeloid diff MLP: inactive; Salmonella PhoP GFP: -2%; KOR beta-arrestin-2: -14%; HIV fusion peptide: 1.8%; HEK293 NOD2/NF-kB: -11%; SIAH1 antagonists: 0%; NOD1 NF-kB reporter: -11%; Myeloid diff MLP GFP+ MAC1+ %: 1.0

Results for CN(C(=O)/C=C/c1ccc2c(c1)OCO2)c1ccccc1 ?
KOR beta-arrestin-1: 5.4%; LYP phosphatase: 0%; Myeloid diff MLP: inactive; Salmonella PhoP GFP: -1%; KOR beta-arrestin-2: 2%; HIV fusion peptide: -2.6%; HEK293 NOD2/NF-kB: -95%; SIAH1 antagonists: -1%; NOD1 NF-kB reporter: -42%; Myeloid diff MLP GFP+ MAC1+ %: 0.3

What do the screens show for `Cc1cc(C)nc(NCC(O)CNc2ccccc2Cl)n1` (stereo not given)?
KOR beta-arrestin-1: -5.1%; LYP phosphatase: -2%; Myeloid diff MLP: inactive; Salmonella PhoP GFP: -3%; KOR beta-arrestin-2: -8%; HIV fusion peptide: -1.3%; HEK293 NOD2/NF-kB: -6%; SIAH1 antagonists: 6%; NOD1 NF-kB reporter: -34%; Myeloid diff MLP GFP+ MAC1+ %: 0.8

What do the screens show for `COc1ccccc1CN1CCC(CNS(=O)(=O)c2cc(-c3cc(C)no3)ccc2OC)CC1`?
KOR beta-arrestin-1: -4.3%; LYP phosphatase: -7%; Myeloid diff MLP: inactive; Salmonella PhoP GFP: -4%; KOR beta-arrestin-2: -12%; HIV fusion peptide: 1.0%; HEK293 NOD2/NF-kB: 32%; SIAH1 antagonists: -3%; NOD1 NF-kB reporter: -20%; Myeloid diff MLP GFP+ MAC1+ %: 1.2

How did CC(C)c1ccc(OCC(=O)Nc2ccc(OC(F)(F)F)cc2)cc1 do in these assays?
KOR beta-arrestin-1: -2.3%; LYP phosphatase: 4%; Myeloid diff MLP: inactive; Salmonella PhoP GFP: -7%; KOR beta-arrestin-2: -33%; HIV fusion peptide: -1.7%; HEK293 NOD2/NF-kB: 23%; SIAH1 antagonists: 0%; NOD1 NF-kB reporter: 29%; Myeloid diff MLP GFP+ MAC1+ %: 1.1

What do the screens show for `CN1C(=O)C2(C(C#N)=C(N)Oc3n[nH]c(-c4ccc(Cl)cc4)c32)c2ccccc21` (stereo not given)?
KOR beta-arrestin-1: -1.8%; LYP phosphatase: -2%; Myeloid diff MLP: inactive; Salmonella PhoP GFP: -7%; KOR beta-arrestin-2: -2%; HIV fusion peptide: -1.1%; HEK293 NOD2/NF-kB: 14%; SIAH1 antagonists: -3%; NOD1 NF-kB reporter: 3%; Myeloid diff MLP GFP+ MAC1+ %: 0.8

What do the screens show for `Cn1cccc1-c1nc2ccc(NC(=O)c3ccco3)cc2[nH]1`?
KOR beta-arrestin-1: 1.5%; LYP phosphatase: -2%; Myeloid diff MLP: inactive; Salmonella PhoP GFP: 2%; KOR beta-arrestin-2: -3%; HIV fusion peptide: 0.4%; HEK293 NOD2/NF-kB: -8%; SIAH1 antagonists: 3%; NOD1 NF-kB reporter: -22%; Myeloid diff MLP GFP+ MAC1+ %: 0.5

How did COCCN1Cc2cccc(C(=O)NCc3ccc4c(c3)OCO4)c2C1=O do in these assays?
KOR beta-arrestin-1: -0.4%; LYP phosphatase: -2%; Myeloid diff MLP: inactive; Salmonella PhoP GFP: -9%; KOR beta-arrestin-2: -6%; HIV fusion peptide: -3.7%; HEK293 NOD2/NF-kB: -1%; SIAH1 antagonists: 7%; NOD1 NF-kB reporter: 22%; Myeloid diff MLP GFP+ MAC1+ %: 0.1

How did Cc1ccnc(NS(=O)(=O)c2ccc(NC(=O)c3cncc(Br)c3)cc2)n1 do in these assays?
KOR beta-arrestin-1: -4.0%; LYP phosphatase: 4%; Myeloid diff MLP: inactive; Salmonella PhoP GFP: 0%; KOR beta-arrestin-2: -3%; HIV fusion peptide: 7.6%; HEK293 NOD2/NF-kB: 5%; SIAH1 antagonists: -1%; NOD1 NF-kB reporter: -22%; Myeloid diff MLP GFP+ MAC1+ %: 0.5

How did CC1(C)Cc2ccccc2-c2nc3n(c(=O)c21)CCS3 do in these assays?
LYP phosphatase: -4%; Myeloid diff MLP: inactive; Salmonella PhoP GFP: 3%; KOR beta-arrestin-2: -7%[20 µM]; HIV fusion peptide: 0.5%; HEK293 NOD2/NF-kB: 16%; SIAH1 antagonists: 1%; NOD1 NF-kB reporter: -13%; Myeloid diff MLP GFP+ MAC1+ %: 0.0

How did COc1ccc(C(=O)N(CN2CCCC2=O)c2cc(C)on2)cc1OC do in these assays?
KOR beta-arrestin-1: -1.5%; LYP phosphatase: -13%; Myeloid diff MLP: inactive; Salmonella PhoP GFP: 12%; KOR beta-arrestin-2: 3%; HIV fusion peptide: -0.5%; HEK293 NOD2/NF-kB: 14%; SIAH1 antagonists: -2%; NOD1 NF-kB reporter: 12%; Myeloid diff MLP GFP+ MAC1+ %: 1.1

How did O=C(CN1CCN(Cc2ccccc2)CC1)Nc1ccccc1 do in these assays?
KOR beta-arrestin-1: 7.0%; LYP phosphatase: -7%; Myeloid diff MLP: inactive; Salmonella PhoP GFP: 2%; KOR beta-arrestin-2: -59%[20 µM]; HIV fusion peptide: 0.0%; HEK293 NOD2/NF-kB: -6%; SIAH1 antagonists: -4%; NOD1 NF-kB reporter: -14%; Myeloid diff MLP GFP+ MAC1+ %: 0.4

How did CCNS(=O)(=O)c1ccc(NC(=O)c2ccccc2SCCOC)cc1 do in these assays?
KOR beta-arrestin-1: 0.4%; LYP phosphatase: -3%; Myeloid diff MLP: inactive; Salmonella PhoP GFP: -2%; KOR beta-arrestin-2: 14%; HIV fusion peptide: -0.4%; HEK293 NOD2/NF-kB: -28%; SIAH1 antagonists: -12%; NOD1 NF-kB reporter: -8%; Myeloid diff MLP GFP+ MAC1+ %: 0.5

Results for COC(=O)Cn1cnc2sc(C)c(S(=O)(=O)N3CCN(c4ccccc4OC)CC3)c2c1=O ?
KOR beta-arrestin-1: -1.6%; LYP phosphatase: 2%; Myeloid diff MLP: inactive; Salmonella PhoP GFP: -7%; KOR beta-arrestin-2: -8%; HIV fusion peptide: -0.9%; HEK293 NOD2/NF-kB: -9%; SIAH1 antagonists: 9%; NOD1 NF-kB reporter: -25%; Myeloid diff MLP GFP+ MAC1+ %: 0.6

How did Cc1ccc(NC(=O)CCC(=O)NNS(=O)(=O)c2ccc(Cl)cc2)cc1C do in these assays?
KOR beta-arrestin-1: -0.9%; LYP phosphatase: -7%; Myeloid diff MLP: inactive; Salmonella PhoP GFP: -3%; KOR beta-arrestin-2: 20%; HIV fusion peptide: 0.5%; HEK293 NOD2/NF-kB: 7%; SIAH1 antagonists: 11%; NOD1 NF-kB reporter: -44%; Myeloid diff MLP GFP+ MAC1+ %: 0.0

How did COc1ccc(S(=O)(=O)Nc2ccc(N3CCOCC3)cc2)cc1Br do in these assays?
KOR beta-arrestin-1: -0.7%; LYP phosphatase: 4%; Myeloid diff MLP: inactive; Salmonella PhoP GFP: -6%; KOR beta-arrestin-2: -11%; HIV fusion peptide: -3.8%; HEK293 NOD2/NF-kB: -10%; SIAH1 antagonists: 1%; NOD1 NF-kB reporter: -1%; Myeloid diff MLP GFP+ MAC1+ %: 0.9

Results for O=C1N/C(=N/N=C/c2ccc(O)cc2)SC1Cc1ccccc1 (stereo not given) ?
LYP phosphatase: -6%; Myeloid diff MLP: inactive; Salmonella PhoP GFP: -8%; KOR beta-arrestin-2: -6%; HIV fusion peptide: -0.5%; HEK293 NOD2/NF-kB: -5%; SIAH1 antagonists: 2%; NOD1 NF-kB reporter: -7%; Myeloid diff MLP GFP+ MAC1+ %: 0.9
